Screening data from PubChem BioAssay.
Htt clearance: clearance of mutant huntingtin inclusions, primary screen, imaging, HeLa Exon1htt(103Q)mCFP, confocal imaging. inhibition, % at 1.5 µM. AID 853, 2007. 47,000 tested, 0.42% active. aggregate imaging; zero = plate's median compound well;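 active = inhibition of aggregate fluorescence above about 70%, also judged a hit by eye on the cell image, limit read from the data, passing the limit was not always enough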;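 also: cells exposed to compound for three days before fixation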
Htt clearance grain fraction: recorded beside Htt clearance, whose call it bears; fraction fluorescence in grains; measured here: aggregate grain fluorescence fraction; active compounds read low;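 scaled fraction of total cell fluorescence in grains with unit not stated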
* = called active by the depositor.

Htt clearance	Htt clearance grain fraction	structure
-30	27	CCCN1C(=O)C(NC(C)=O)c2cc(OC)ccc21 (stereo unspecified)
10	20	O=Cc1ccc(-c2ccccc2OC(F)(F)F)o1
0	43	CCOC(=O)c1ccc(Oc2c(C)oc3c(CN4CCN(C)CC4)c(O)ccc3c2=O)cc1
-19	41	Cc1cccc(-n2nnc(C(=O)NC3CCCc4ccccc43)c2N)c1 (stereo unspecified)
10	18	COC(=O)CCc1nc2ccccc2[nH]c1=O
9	35	CN1CCN(c2ccc(NC(=O)CSc3ccccc3)cc2F)CC1
25	26	COc1ccc(CN2C(=O)CN=C2Nc2cccc(C)c2C)cc1
-28	52	CC#CCCC(=O)N1C=Cc2ccccc2C1C#N (stereo unspecified)
11	42	COCCn1c(SCC(=O)NCc2ccco2)nnc1-c1c[nH]c2ccccc12
-3	20	CC(=O)c1ccc(N=Cc2c(O)n(-c3cc(Cl)ccc3N3CCOCC3)c(=O)c3ccccc23)cc1
-9	39	Cc1cc2c(=O)n(CC(=O)N3CCN(c4ccc(F)cc4)CC3)cnc2s1
-6	19	Cn1c(C(=O)N2CCCC(C(=O)NCCCSC3CCCCC3)C2)cc2sccc21 (stereo unspecified)
22	17	CCC(C)(C)n1nnnc1C(c1ccccn1)N1CCOCC1 (stereo unspecified)
51	17	CC(C)(C)OC(=O)N1CCCC(C(=O)CC#N)C1 (stereo unspecified)
-24	43	CC(=O)Nc1ccc(C(=O)CSc2nnc(Cn3nnc4ccccc43)n2C)cc1
21	17	Clc1ccc(-c2nnc3n2CCCC3)cc1
68	14	N#CC(C(=O)NC1CC1)c1nc2ccccc2nc1N1CCN(C/C=C/c2ccccc2)CC1 (stereo unspecified)
-38	50	COc1ccc(N(Cc2cc3cc(OC)ccc3[nH]c2=O)S(C)(=O)=O)cc1
-59	31	O=C(NC12CC3CC(CC(C3)C1)C2)N1CCC(O)CC1
-26	48	O=C(CN(C(=O)CCC(=O)Nc1nccs1)c1ccc2c(c1)OCO2)NCC1CCCO1 (stereo unspecified)
-15	23	N/C(Cc1cccs1)=N\OC(=O)COc1ccccc1
17	32	NS(=O)(=O)c1ccc(NC(=O)CCC2CCCCC2)cc1
-16	49	O=C(CCc1c[nH]c2ccccc12)NCc1ccc2c(c1)OCO2
-9	34	CCOC(=O)CSc1nn(C)c(=S)s1
-41	49	COC(=O)c1ccc(=O)n(Cc2ccc3c(c2)OCO3)c1
26	37	c1ccc(COc2ccc(Nc3ncnc4nc[nH]c34)cc2)cc1
-77	59	O=S(=O)(c1cccc2cccnc12)N1CCc2ccccc21
-47	33	O=C(NCCOC(=O)c1ccc(C(=O)OCCNC(=O)c2ccccc2)o1)c1ccccc1
-40	26	Cc1ccc(-c2nnc(SCC(=O)Nc3ccccc3N3CCOCC3)o2)cc1
0	21	Cc1ccc(C)c2[nH]c(=O)c(C(c3nnnn3Cc3ccccc3)N3CCc4ccccc4C3)cc12 (stereo unspecified)
17	15	Cn1cnnc1Sc1nc2c(c(=O)n(C)c(=O)n2C)n1C
-2	17	CC1(C)Oc2ccc3ccc(=O)oc3c2-c2cn[nH]c21
-35	26	O=S(=O)(NCc1ccccc1)c1cccc2nonc12
9	35	Cc1ccc(-c2nnn(CC(=O)N(CC(=O)NCc3ccccc3)c3cccc(C)c3C)n2)o1
0	18	Cc1sc2nc(SCc3nc4ccccc4[nH]3)n(Cc3ccco3)c(=O)c2c1C
10	19	Cc1nc2ncnn2c(C)c1CCC(=O)N1CC(C)CC(C)C1 (stereo unspecified)
3	36	Cc1cccc(NC(=O)NCC(c2cccnc2)N2CCOCC2)c1 (stereo unspecified)
14	35	O=C(Nn1c(=S)[nH]c2ccccc2c1=O)c1ccncc1
29	15	O=C(COc1cccc(-n2cnnn2)c1)Nc1ccccc1
-193	110	CCOC(=O)c1cn(CC(=O)Nc2ccc(C)cc2)nn1
-15	24	CCN(CC)CCCNc1nc2cc(OC)c(OC)cc2c2nc(-c3cccnc3)nn12
-60	64	O=C(CC1CC2CCC1C2)OCC(=O)c1c[nH]c2ccccc12 (stereo unspecified)
43	19	C=CCc1c(C)nc2c(C(=O)O)cnn2c1C
-64	32	Cc1sc2ncn(CC(=O)NCc3ccccn3)c(=O)c2c1S(=O)(=O)N1CCOCC1
-53	30	CCn1c(SCc2ccc(OC)cc2)nnc1-c1ccncc1
5	19	CCN(CC)C(=O)CSc1nsc(SCC(=O)N(CC)CC)c1C#N
18	31	CCOCCCn1c(=S)[nH]c2cc(C(=O)N3CCOCC3)ccc2c1=O
33	14	O=C(NCc1cccs1)C1CC(=O)N(C2CCCC2)C1 (stereo unspecified)
6	18	CC1CCCCC1NC(=O)COc1ccc(-n2cnnn2)cc1 (stereo unspecified)
15	17	Cc1ccc(-n2cnnn2)c(S(=O)(=O)N2CCOCC2)c1

A portion from the list above, as a working copy:
Htt clearance	Htt clearance grain fraction	structure
6	18	CC1CCCCC1NC(=O)COc1ccc(-n2cnnn2)cc1 (stereo unspecified)
15	17	Cc1ccc(-n2cnnn2)c(S(=O)(=O)N2CCOCC2)c1

The listing continues.
Htt clearance	Htt clearance grain fraction	structure
19	16	CC(C)(C)NC(=O)C(c1ccc(O)cc1)N(Cc1ccco1)C(=O)Cn1nnc(-c2cccs2)n1 (stereo unspecified)
52	9.7	COC(=O)c1c(C(=O)OC)n(CCCN)c2ccc(C)cc12
11	43	COc1ccc(NC(=O)[C@H](CCS(C)(=O)=O)N2Cc3ccccc3C2=O)c(OC)c1
-21	55	CCN(C(=O)COc1cc(=O)n(CC)c2ccccc12)c1cc(Cl)ccc1OC
34	22	COc1ccc(COC(=O)c2nc3nc(C)cc(C)n3n2)cc1F
-2	20	CCOC(=O)C1C(=O)C=C(c2ccc(OC)cc2)CC1c1ccco1 (stereo unspecified)
-56	30	Cc1ccc(N2CC(C(=O)NCc3cccs3)CC2=O)cc1C (stereo unspecified)
-2	32	CC(C)(C)Nc1nc2nonc2nc1NC(C)(C)C
38	11	C=Cc1cccc(NC(=O)COc2ccccc2)c1
-43	33	CC(c1ccco1)N(Cc1ccco1)C(=O)Nc1ccccc1 (stereo unspecified)
8	34	Cc1ccc(S(=O)(=O)CC(O)CN2CCCC2=O)cc1 (stereo unspecified)
-8	21	Cc1nc2ccc(S(=O)(=O)NC(CC(C)C)C(=O)O)cc2s1 (stereo unspecified)
20	26	CC1=CCC2C(=O)N(c3ccc(C)c(Br)c3)C(=O)C2C1 (stereo unspecified)
42	22	CCOc1nnc(C)c2c(C)n(-c3cccc(OC)c3)nc12
-32	57	Cc1ccc2cc3cc(C(=O)NCc4ccc5c(c4)OCO5)oc3nc2c1
-13	43	O=C1NCCCC1C(=O)N/N=C/c1ccccc1 (stereo unspecified)
7	35	CCn1c(SCC(=O)c2ccc(C)cc2)nnc1-c1ccncc1
12	27	COc1ccc2nc(NC(=O)CSC3=NCCS3)sc2c1
14	29	COC(=O)c1ccc(CSc2ccc3nnc(-c4ccccn4)n3n2)o1
18	17	NC(=O)N1OCC2COc3ccc4ccccc4c3C21 (stereo unspecified)
-16	56	O=C(Nc1nnc(-c2ccc(Cl)cc2)o1)c1ccccc1Br
29	22	NNC(=O)COc1ncn(-c2ccccc2)n1
18	28	O=S(=O)(NCCSc1nc2ccccc2o1)c1ccccc1
5	23	CN(C)/C=N/C(=S)Nc1ccc(F)cc1
-6	21	CCOC(=O)c1c(NC(=O)c2ccoc2C)sc(C(=O)N(C)C)c1C

Full records, looked up by structure.
`NS(=O)(=O)c1ccc(NC(=O)CCC2CCCCC2)cc1` reads Htt clearance = 17; Htt clearance grain fraction = 32
`CCn1c(SCc2ccc(OC)cc2)nnc1-c1ccncc1` reads Htt clearance = -53; Htt clearance grain fraction = 30

(more compounds)
Htt clearance	Htt clearance grain fraction	structure
8	37	COc1cc(C(=O)O/N=C2/C=CC(=O)C(C)=C2C)cc(OC)c1OC
0	36	CCCCn1c(=NC(=O)c2ccc3c(c2)OCO3)c(C#N)cc2c(=O)n3cccc(C)c3nc21
24	29	O=C(C#Cc1ccccc1)c1ccc([N+](=O)[O-])cc1
-1	18	c1ccc(CNc2c3c(nc4ncnn24)CCCC3)nc1
25	14	CCCC(=O)Nc1ccccc1-c1nnn(CC(=O)Nc2ccc(OCC)cc2)n1
-306	136	O=C1c2ccccc2C(Nc2ccc(-c3nc4ccccc4[nH]3)cc2)N1Cc1ccco1 (stereo unspecified)
-54	30	COc1ccc(Cc2nnc(NC(=O)Cn3cnc4c3c(=O)n(C)c(=O)n4C)s2)cc1
-1	39	Cc1ccc2cc(CN(C(=O)c3ccncc3)C(C)C)c(=O)[nH]c2c1
4	21	CS(=O)(=O)N1CCN(c2ccc(C(=O)NC3C4CC5CC(C4)CC3C5)cc2[N+](=O)[O-])CC1 (stereo unspecified)
-40	23	COc1ccc(NC(=O)N2CC(C)OC(C)C2)cc1OC (stereo unspecified)
24	25	COc1cc2c(cc1OC)C(C)N(C(=O)Cn1ncc3c1-c1ccccc1OC3)CC2 (stereo unspecified)
18	16	CC(=O)Nc1sc(NC(=O)c2ccc(C)cc2)nc1-c1cccs1
-46	48	Cc1csc(NC(=O)CSc2nc3ccccc3c(=O)[nH]2)n1
8	43	CC1(C)CC(=O)c2sc(NC(=O)CCS(=O)(=O)c3ccccc3)nc2C1
35	12	O=C(COc1ccc(Cl)cc1)Nc1ccc2oc(-c3ccncc3)nc2c1
-40	27	COC(=O)Cc1ccc(NC(=O)c2ccc(Br)o2)cc1
3	17	N#Cc1nc(-c2cccs2)oc1N1CCN(c2ccccc2)CC1
-16	53	O=c1ccnc(NCCc2ccccc2)[nH]1
-32	53	Cc1cc(C)c(NC(=O)CSc2nnc(-c3ccncc3)n2Cc2ccco2)c(Cl)c1
24	15	COCCN(Cc1cc2cccc(C)c2[nH]c1=O)C(=O)c1ccccc1
29	14	Cc1ccc(S(=O)(=O)Cn2nnnc2C(C(C)C)N2CCN(C(=O)c3ccco3)CC2)cc1 (stereo unspecified)
-9	22	O=C(CCN1CCCCCC1)Nc1ccccc1F
6	20	Clc1ccccc1-c1nn2c(-c3ccncc3)nnc2s1
42	12	Cc1c(OCc2ccccc2)c(=O)ccn1Cc1ccc(Cl)cc1
-1	18	COC(=O)CSc1nnc(CNC(=O)c2cc(OC)c(OC)c(OC)c2)n1C

Three records drawn at random from those above, as already listed:
Htt clearance	Htt clearance grain fraction	structure
9	35	Cc1ccc(-c2nnn(CC(=O)N(CC(=O)NCc3ccccc3)c3cccc(C)c3C)n2)o1
-35	26	O=S(=O)(NCc1ccccc1)c1cccc2nonc12
17	15	Cn1cnnc1Sc1nc2c(c(=O)n(C)c(=O)n2C)n1C

In the list so far, these have a tert-butyl group:
Htt clearance	Htt clearance grain fraction	structure
51	17	CC(C)(C)OC(=O)N1CCCC(C(=O)CC#N)C1 (stereo unspecified)
19	16	CC(C)(C)NC(=O)C(c1ccc(O)cc1)N(Cc1ccco1)C(=O)Cn1nnc(-c2cccs2)n1 (stereo unspecified)
-2	32	CC(C)(C)Nc1nc2nonc2nc1NC(C)(C)C

Next part:
Htt clearance	Htt clearance grain fraction	structure
21	34	Cc1ccccc1CS(=O)(=O)CCC(=O)NCc1ccccn1
-3	20	Cn1nc(-c2ccc(N3CCCCC3)c(NC(=O)c3ccco3)c2)c2ccccc2c1=O
-32	22	COc1ccc(N=C2SC(CC(=O)Nc3ccc(OC)cc3OC)C(=O)N2C)cc1 (stereo unspecified)
-39	45	Cc1ccc(OCC(O)Cn2c(N3CCOCC3)nc3c2c(=O)[nH]c(=O)n3C)cc1 (stereo unspecified)
-2	40	CCOC(=O)C1=C(C)N[C@@]2(O)c3ccccc3C(=O)[C@@]12O
56	8.1	CCc1ccc(/C=N/Nc2nn[nH]n2)cc1
-6	42	O=C(OCC(=O)N1CCOCC1)C(c1ccccc1)c1ccccc1
36	11	COc1ccc(-n2ncc3c(N4CCc5ccccc54)ncnc32)cc1
-44	30	Cc1nnc(N(Cc2ccco2)C(=O)c2ccno2)s1
-12	22	Clc1ccc(-c2nnc3ccccn23)cc1
15	20	Clc1cccc(-c2nc(-c3ccccn3)no2)c1
-61	30	Cc1nn(-c2ccc(Cl)cc2Cl)c(=O)c2ccccc12
-51	58	C=CCNc1nc(NCC)nc(N2CCOCC2)n1
48	18	C=CCOC(=O)Nc1ccc(Cl)cc1NC(=O)OCC=C
-61	30	O=C(Cc1ccc(-c2ccccc2)cc1)N1CCOCC1
-10	46	CSc1nc2nc(-c3ccccc3)cc(=O)n2[nH]1
-145	100	CC(=O)N1CCCc2cc(S(=O)(=O)CCC(=O)N3CCN(c4cccc(C)c4)C(C)C3)ccc21 (stereo unspecified)
-15	23	Clc1c(CSc2nc3ccccc3o2)nc2sccn12
42	12	CSc1nc(Cc2ccc(Cl)cc2)nc2ccccc12
12	16	CC(=O)Nc1sc2c(c1C#N)CCCCC2
-23	48	COc1ccccc1Nc1nc(C)cs1
20	18	CCCc1nnc(NC(=O)C2CCCO2)s1 (stereo unspecified)

Some of the compounds tested, so the mix of outcomes need not match the whole.
